AID2073 = inhibitors of Mint1-CaV2.2 protein interaction, biochemical, HTRF (AID 2073) | HTRF protein-protein interaction, Mint1-CaV2.2; higher % means a stronger effect | inhibition, % at 20 µM; hits with a dose series show IC50 in µM | 290,000 compounds, 0.19% hits; in the data active = inhibition mostly above about 51%, no sharp cut-off; inconclusive = no clear call, values can overlap the other calls; inactive = mostly below about 53%; also: some results filed as inactive read as strong as hits
Dynein transport = dynein cargo transport inhibition. 3617.4 mouse cells, GR-EGFP nuclear translocation imaging; test concentration mostly 20 µM; stimulated with dexamethasone, 1 µM; active compounds read low. z-score, hits read low. 220,000 compounds, 0.47% hits. AID 1381;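 active = plate z-score of nuclear minus cytoplasmic receptor signal below a set negative limit, without overly bright fluorescence or cell loss, cut at about -3.5 in these data, passing the limit was not always enough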;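 also: z-score of nuclear minus cytoplasmic ring GR-EGFP intensity difference per well; some compounds called inactive have numbers as strong as hits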
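Buffer or medium: Induction medium lacking tetracycline, stripped serum | Also added: Dexamethasone agonist, 1.0 µM final, for 30 min | Timing: 48 h induction, 1 h compound, 30 min dex at 37 °C | Detection: Formaldehyde fixation, Hoechst nuclear stain, 10x automated fluorescence imaging | Measure: Nuclear versus cytoplasmic GR-EGFP signal, averaged per well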
KOR beta-arrestin-1 = KOR agonists, beta-arrestin recruitment, primary screen, cell-based, luminescence, uHTS (AID 1777); 280,000 compounds, 0.02% hits; KOR beta-arrestin recruitment, luminescence; higher % means a stronger effect; activation, % at 10 µM; hits with a dose series show EC50 in µM; in the data active = activation above about 50%, passing the limit was not always enough; also: a part of the inactive calls stands beside numbers as strong as those of hits
NOD1 inhibition = NOD1 signaling inhibitors, primary screen, cell-based, luminescence, uHTS (AID 1578); NOD1-driven NF-kB luciferase reporter cells, luminescence; higher % means a stronger effect; 290,000 compounds, 1% hits; one-dose inhibition, % at 4 µM; EC50 in µM for titrated hits; in the data active = inhibition mostly above about 36%, no sharp cut-off; inactive = mostly below about 34%;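 also: HEK-293T reporter cells stimulated with the NOD1 agonist gamma-tri-DAP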
NOD2 inhibition = inhibition of NOD2-driven NF-kB reporter – cell-based, luminescence, uHTS, HEK293 (AID 1566) | HEK293 NOD2/NF-kB luciferase reporter, luminescence; higher % means a stronger effect | inhibition, % at 4 µM, or EC50 in µM where a hit was titrated | 290,000 compounds, 0.63% hits; also: many of its hits are not listed in these tables
GPR55 activation = selective activators of receptor GPR55 – imaging, U2OS cells, beta-arrestin-GFP redistribution, primary screen (AID 1961); U2OS GPR55 beta-arrestin-GFP redistribution imaging; higher % means a stronger effect; one-dose activation, % at 10 µM; EC50 in µM for titrated hits; 290,000 compounds, 0.048% hits;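 active = activation above 40% with more than 50 cells counted in the well; inconclusive = wells holding fewer than 50 cells, flagged as toxic or sparse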;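 also: U2OS osteosarcoma cells stably expressing GPR55 and beta-arrestin-GFP; plate controls were DMSO negative control for no effect and LPI positive control for full effect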
KOR beta-arrestin-2 = KOR antagonists, beta-arrestin recruitment, cell-based, luminescence, uHTS (AID 1778). one-dose inhibition, % at 10 µM; IC50 in µM for titrated hits. 290,000 compounds, 0.091% hits. KOR beta-arrestin recruitment, luminescence, antagonist mode; higher % means a stronger effect; also: strong numbers were not always called active
P. falciparum M17LAP = P. falciparum M17LAP inhibitors, primary screen, biochemical, fluorogenic H-Leu-NHMec substrate, 1536-well (AID 1619). recombinant M17LAP, H-Leu-NHMec fluorogenic kinetic assay; higher % means a stronger effect. inhibition, % at 30 µM; hits with a dose series show IC50 in µM. 220,000 compounds, 0.38% hits;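 active = compound inhibiting the enzyme by more than half at any dose during confirmatory dose-response retesting; inconclusive = strong single-dose inhibitors picked by rank but not retested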;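 also: plate controls were full reaction with DMSO carrier for no effect and no enzyme background for full effect; strong numbers were not always called active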
M1AAP inhibition = P. falciparum M1AAP inhibitors, biochemical, fluorogenic H-Leu-NHMec substrate, 1536-well (AID 1445). recombinant M1AAP, H-Leu-NHMec fluorogenic kinetic assay; higher % means a stronger effect. inhibition, % at 30 µM; hits with a dose series show IC50 in µM. 220,000 compounds, 0.42% hits;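 active = primary inhibition above the hit cutoff, then over 50% inhibition at one or more dose response concentrations, cut at about 23% in these data, passing the limit was not always enough; inconclusive = conflicting primary data, or primary hits not chosen for dose response; inactive = low primary inhibition, or under 50% at every dose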;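 also: plate controls were DMSO full reaction for no effect and no enzyme background for full effect; strong numbers were not always called active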
Dynein transport cytoplasmic EGFP = second read-out of Dynein transport, no call of its own (marks repeat the call); z-score; measured here: cytoplasmic GR-EGFP intensity; active compounds read high
Dynein transport nuclear GR-EGFP = also measured in Dynein transport; calls as there; z-score; measured here: nuclear GR-EGFP intensity;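 lower value marks the stronger effect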
Dynein transport cell count = recorded beside Dynein transport, whose call it bears; z-score; measured here: cell count per field
The depositor's hits bear a star; ? = inconclusive; nt = not tested or not shown; [ ] = remark or other dose. Rule as the data show it, unless noted: active = inhibition above about 50%; inactive = the rest.

structure	AID2073	Dynein transport	Dynein transport cytoplasmic EGFP	Dynein transport nuclear GR-EGFP	Dynein transport cell count	KOR beta-arrestin-1	NOD1 inhibition	NOD2 inhibition	GPR55 activation	KOR beta-arrestin-2	P. falciparum M17LAP	M1AAP inhibition
O=C1CCC(C(=O)N2CCN(c3ccccc3)CC2)CN1CC1CCCCC1 (stereo not drawn)	7%	nt	nt	nt	nt	-2.6%	-4%	-2%	0.7%	-10%	nt	nt
O=C(NCc1ccc(Cl)cc1)C(=O)Nc1nccs1	27%	-0.82	-0.18	-0.63	1.3	1.2%	-10%	17%	-0.3%	8%	-11%	2%
Cc1nc2scc(C)n2c(=O)c1S(=O)(=O)NCCc1ccccc1	5%	nt	nt	nt	nt	-6.4%	0%	-2%	-0.1%	8%	nt	nt
Cc1cc(/C=C2\C(=N)N3N=CSC3=NC2=O)c(C)n1Cc1ccccc1	-4%	0.49	-0.21	0.83	-0.27	1.9%	-4%	-78%	0.7%	27%	16%	13%
CC1CCCC(C)N1C(=O)CN1C(=O)C(C)(C)Oc2ccc(C(=O)NC3CCCC3)cc21 (stereo not drawn)	4%	0.49	-0.37	0.16	0.4	6.6%	1%	11%	-0.2%	-38%	3%	4%
O=C(CSc1nnc(-c2ccccc2)n1-c1ccccc1)NCc1ccco1	13%	-0.51	0.24	0.069	0.57	0.2%	-18%	8%	-0.1%	34%	2%	4%
COC(=O)c1cc(NC(=O)C2(S(=O)(=O)c3ccc(Cl)cc3)CC2)cc(C(=O)OC)c1	-1%	-0.65	-0.32	-0.65	0.9	17%	35%	6%	0.6%	-40%	11%	3%
OCC[C@H]1C[C@H](O)[C@@H](O)[C@@]2(CCCCO2)O1	-4%	-0.82	-0.26	0.15	0.11	0.7%	-34%	-1%	-0.3%	-1%	4%	5%
COc1ccc(CNC(=O)C(NC(C)=O)C(=O)Nc2ccc(OC)cc2)cc1 (stereo not drawn)	-4%	0.34	-0.15	-0.15	0.53	0.9%	-2%	9%	-0.2%	8%	4%	9%
Cc1ccc(-c2nc(C#N)c(NCCN3CCCCC3)o2)cc1	24%	-0.069	-0.25	0.32	0.52	-6.8%	-8%	4%	0.0%	-10%	-65%	7%
O=C(O)C1C(c2ccccc2)C(C(=O)OCCCO)C1c1ccccc1 (stereo not drawn)	-6%	0.89	-0.1	0.25	-0.25	-1.8%	17%	2%	0.4%	16%	15%	2%
CN(C)CCCN(C(=O)c1ccc(S(=O)(=O)N2CCc3ccccc32)cc1)c1nc2ccc(F)cc2s1	?	nt	nt	nt	nt	-1.1%	-26%	7%	-0.1%	-13%	nt	nt
COc1ccc(Cl)cc1NC(=O)c1cccnc1	0%	-0.58	-0.11	-0.17	0.14	-6.2%	-9%	4%	-0.2%	20%	9%	1%
O=C(NCc1ccc(F)cc1)C1CCCN1C(=O)Nc1ccc(Cl)cc1 (stereo not drawn)	10%	nt	nt	nt	nt	-3.0%	-9%	-1%	-0.1%	36%	nt	nt
CC(C)N(Cc1ccccc1)S(=O)(=O)N(C)C	0%	-0.3	-0.24	0.15	0.058	1.1%	-13%	8%	-0.2%	12%	-6%	-3%
O=C(Nc1cccnc1)c1ccc(S(=O)(=O)c2ccccc2)cc1	5%	-0.049	-0.28	0.49	-0.049	-2.7%	-44%	6%	-0.1%	-12%	-4%	-1%
COc1ccc(NS(=O)(=O)c2cccc(C(=O)NCC3(N4CCOCC4)CCCCC3)c2)cc1	-2%	nt	nt	nt	nt	6.8%	-18%	-13%	-0.1%	-14%	nt	nt
O=C(NCCCN1CCOCC1)c1c(O)c2ccccc2[nH]c1=O	5%	-1	-0.33	-0.37	0.38	4.0%	nt	11%	0.1%	-20%	6%	10%
O=C(CN1C(=O)c2ccccc2C1=O)NCC(=O)OCC(=O)c1cccc([N+](=O)[O-])c1	-9%	-0.24	-0.32	-0.072	0.5	-2.1%	-16%	18%	0.2%	16%	-2%	12%
N#C/C(=C\c1ccc2c(c1)OCO2)C(=O)NCc1ccco1	40%	-0.62	-0.22	-0.56	0.48	0.5%	-21%	-4%	0.0%	-43%	23%	0%
O=C(CSc1nnnn1-c1ccc(Cl)cc1)NNC(=O)c1ccc([N+](=O)[O-])cc1	-10%	0.34	-0.28	-0.07	-0.21	-0.2%	-12%	-1%	-0.2%	8%	-1%	12%
O=C(NC(=S)NCc1cccnc1)c1ccccc1	-8%	0.031	0.041	-0.043	-0.44	-2.2%	-7%	17%	-0.2%	-13%	3%	4%
NC(=O)CC(NC(=O)Cc1ccc(Br)cc1)c1ccc(NCCc2ccccc2F)c([N+](=O)[O-])c1 (stereo not drawn)	1%	-0.46	-0.77	-0.27	0.35	-2.6%	-10%	-32%	-0.1%	0%	-4%	3%
Cn1cc(CCC(=O)N2CCCC(C(=O)c3ccc(C(C)(C)C)cc3)C2)cn1 (stereo not drawn)	3%	-0.47	-0.29	-0.092	0.47	-3.4%	2%	14%	0.1%	2%	-5%	-4%
CC(=O)Nc1ccc(S(=O)(=O)NCC(=O)OC(C)c2ccccc2Cl)cc1 (stereo not drawn)	7%	0.065	-0.25	0.24	-0.32	-3.9%	6%	16%	0.5%	10%	-3%	12%
COc1cccc(-c2nc(CS(=O)(=O)CC(=O)NC3CCC(C)CC3)c(C)o2)c1 (stereo not drawn)	5%	nt	nt	nt	nt	-3.7%	-9%	9%	-0.2%	-30%	nt	nt
COc1ccc(-c2nnc(SCc3ccccn3)n2C)cc1	0%	-0.45	-0.22	-0.38	1.3	-0.7%	-1%	4%	0.2%	-12%	-6%	-5%
CSC(=S)N/N=C/c1c[nH]c2ccccc12	-25%	-0.94	-0.067	-0.37	0.57	-6.9%	1%	-10%	0.2%	25%	11%	-3%
CNC(=S)Nc1ccc(C)cc1	-4%	-0.96	-0.25	-0.85	1.1	0.7%	-21%	10%	0.1%	-21%	4%	-3%
C#CCOC(=O)/C(=C/c1ccc(F)cc1)NC(C)=O	3%	-0.64	-0.32	-0.37	1.3	-0.8%	13%	10%	0.6%	2%	15%	?
O=c1nc2c(-c3ccccc3F)n[nH]n2c2ccccc12	30%	-0.5	-0.12	0.019	-0.13	-0.7%	-15%	-55%	-0.3%	1%	-7%	-10%
CC(=O)C1=C(C)NC2(O)c3ccccc3C(=O)C12O (stereo not drawn)	-3%	-0.54	-0.22	-0.6	0.2	-3.3%	-29%	14%	1.6%	11%	2%	6%
O=S(=O)(Cc1ccccc1)N1CCCCCC1	6%	-0.42	-0.27	-0.32	0.63	-5.3%	-17%	0%	0.6%	30%	1%	-2%
CC(/C=N/NC(=O)Cn1nnc(N)n1)=C\c1ccc(C(C)C)cc1	8%	-0.31	-0.27	0.49	0.12	0.4%	-2%	3%	-0.3%	3%	-16%	5%
COc1cccc(C(=O)Oc2c(CN3CCOCC3)cc(Cl)c3cccnc23)c1	4%	-1.5	-0.26	-0.49	1.8	4.1%	18%	12%	0.0%	-44%	17%	-4%
Cc1ccc(S(=O)(=O)c2nc(C)oc2N2CCOCC2)cc1	3%	0.44	-0.25	0.37	-0.42	nt	-35%	-11%	0.0%	-39%[20 µM]	14%	10%
COn1c(-c2ccccc2)nc2c1CCc1nonc1-2	0%	-0.24	-0.21	-0.75	0.63	1.7%	-2%	-5%	0.3%	16%	5%	8%
CC(Oc1ccc2c(c1)oc(=O)c1ccccc12)C(=O)NCCN1CCOCC1 (stereo not drawn)	-16%	nt	nt	nt	nt	0.9%	-5%	9%	0.6%	-40%	nt	nt
CCCn1c(SCC(=O)N2CCN(C(C)=O)CC2)nc2sc3c(c2c1=O)CCC3	-14%	nt	nt	nt	nt	-0.4%	16%	30%	-0.2%	-21%	nt	nt
CCOC(=O)C(C(=O)Nc1cccc(C)n1)C1CCCCC1 (stereo not drawn)	-3%	-0.52	-0.13	-0.26	1.1	-2.6%	5%	3%	0.2%	36%	-4%	9%
NC(=O)COc1ccc(NC(=O)CC23CC4CC(CC(C4)C2)C3)cc1	5%	nt	nt	nt	nt	-1.6%	-32%	9%	1.0%	9%[20 µM]	nt	nt
O=C(Cn1ccc2ccccc2c1=O)Nc1ccc2c(c1)OCO2	-3%	-0.64	-0.15	0.2	1.4	-2.9%	-23%	-1%	-0.1%	-23%	9%	1%
Cc1ccc(C)c(NC(=O)CSc2ccc(-c3ccco3)nn2)c1	34%	-0.9	-0.24	-0.67	0.49	-1.3%	-2%	4%	-0.5%	14%	24%	19%
COc1cccc(Nc2nnc(SCC(=O)N(CC(C)C)CC(C)C)s2)c1	1%	-1	-0.37	-0.31	0.81	-0.2%	-2%	9%	-0.3%	4%	-2%	-1%
CCOc1ccc(C(=O)Nc2nc3ccccc3[nH]2)cc1OCC	4%	-0.21	-0.21	-0.23	0.38	-4.7%	-6%	0%	0.2%	18%	-7%	-5%
COc1ccc(CC(=O)N2CC(=O)N(CCc3ccccc3)C(=O)C2)cc1	4%	-0.73	-0.49	-0.2	0.8	5.7%	6%	14%	-0.1%	-10%	15%	10%
CSc1ccccc1C(=O)Nc1nc2ccccc2c(=O)[nH]1	-10%	-0.75	-0.3	-0.17	0.55	0.5%	-37%	-24%	0.0%	2%	-4%	2%
CCCCN(C(=O)CSc1nnc(-c2ccccc2OC)n1C)c1c(N)n(Cc2ccccc2)c(=O)[nH]c1=O	-9%	0.49	-0.17	0.59	-0.53	1.2%	-19%	-2%	1.1%	6%	7%	14%
COc1ccc(Cn2c(=S)[nH]c3cc(C(=O)N4CCCCC4)ccc3c2=O)cc1	-35%	nt	nt	nt	nt	8.2%	3%	23%	?	-36%	nt	nt
Cc1[nH]c(-c2ccccn2)nc(=S)c1Cl	-43%	0.27	-0.24	0.68	-0.54	-1.6%	-10%	-54%	-0.2%	nt	5%	10%

Bioassay records deposited in PubChem BioAssay by several laboratories.

A portion of the library, so the mix of outcomes need not match the whole.
